Screening data: PubChem BioAssay, several laboratories
Tat transport: blocks Tat-dependent protein export in E. coli; hit rate 0.036% among 340,000; E. coli MC4100 TorA-mCherry Tat export, fluorescence; AID 488895; inhibition, % at 10 µM;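 active = mean replicate inhibition at least 50% and at least half of replicates individually reaching 50%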;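 also: exported cargo escapes ClpAP degradation while cytoplasmic cargo is degraded and loses fluorescence; 0% = median of neutral control wells and 100% = median of NaSCN control wells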
CAL PDZ FP-1: human CAL PDZ-peptide interaction inhibition. purified CAL PDZ, TMR-peptide fluorescence polarization, 1 h. inhibition, % at 20 µM. hit rate 0.02% among 330,000. AID 504414;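 active = highest replicate inhibition of at least 40%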;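 also: plate controls were DMSO neutral control wells for no effect and unlabeled competitor peptide control wells for full effect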
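material = purified tagged CAL PDZ domain construct (CerCALP) | compound dosing = 20 µM, one dose | times = 1 h at RT | measured by = fluorescence polarization from S- and P-plane intensities, G-factor corrected | read-out = inhibition from polarization loss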
Rtt109 Vps75: blocks Candida albicans Rtt109/Vps75 acetyltransferase activity. purified Rtt109/Vps75, ThioGlo CoA-SH fluorescence, 4 h. hit rate 0.16% among 330,000. inhibition, % at 34.9 µM. AID 540336;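 active = inhibition of at least 50% in every replicate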
Target sequence (Q5AAJ8 whole entry, looked up): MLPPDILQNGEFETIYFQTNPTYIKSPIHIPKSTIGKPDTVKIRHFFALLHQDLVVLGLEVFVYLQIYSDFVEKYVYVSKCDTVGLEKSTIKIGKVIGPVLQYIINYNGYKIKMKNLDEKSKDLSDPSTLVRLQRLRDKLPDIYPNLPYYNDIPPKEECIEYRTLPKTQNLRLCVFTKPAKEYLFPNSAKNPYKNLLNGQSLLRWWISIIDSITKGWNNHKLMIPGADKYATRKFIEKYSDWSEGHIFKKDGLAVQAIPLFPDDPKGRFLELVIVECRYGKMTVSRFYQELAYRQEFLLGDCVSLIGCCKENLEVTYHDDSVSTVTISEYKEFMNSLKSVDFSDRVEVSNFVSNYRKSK
Wnt bcat act: activates Wnt/beta-catenin signaling in a reporter cell assay | AID 743398 | activation, % at 9.35 µM | activator, plate reader | hit rate 1.2% among 300,000; in the data active = activation above about 30%, passing the limit was not always enough;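 also: 0% = neutral control wells and 100% = positive control wells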
CAL PDZ FP-2: CAL PDZ (human) peptide binding inhibition | inhibition, % at 24.9 µM | hit rate 0.92% among 300,000 | purified CAL PDZ, TMR-peptide fluorescence polarization, 1 h | Q9HD26 | AID 602252;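 active = mean inhibition of at least 30% with at least half of replicates also reaching 30%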;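 also: 0% = DMSO neutral control and 100% = excess unlabeled competitor peptide PRC23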
dFosB activator: enhances mouse delta FosB homodimer DNA binding | P13346 | purified delta FosB, TAMRA-CDK5 oligo fluorescence polarization; percent of positive-control signal above neutral wells | activation, % at 25 µM | hit rate 0.99% among 340,000;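 active = mean activation above about 17%, with every replicate also reaching it, limit read from the data, passing the limit was not always enough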;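 also: fluorescence polarization rise as delta FosB binds a TAMRA Cdk5 AP-1 oligo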
Target sequence (P13346 whole entry, looked up): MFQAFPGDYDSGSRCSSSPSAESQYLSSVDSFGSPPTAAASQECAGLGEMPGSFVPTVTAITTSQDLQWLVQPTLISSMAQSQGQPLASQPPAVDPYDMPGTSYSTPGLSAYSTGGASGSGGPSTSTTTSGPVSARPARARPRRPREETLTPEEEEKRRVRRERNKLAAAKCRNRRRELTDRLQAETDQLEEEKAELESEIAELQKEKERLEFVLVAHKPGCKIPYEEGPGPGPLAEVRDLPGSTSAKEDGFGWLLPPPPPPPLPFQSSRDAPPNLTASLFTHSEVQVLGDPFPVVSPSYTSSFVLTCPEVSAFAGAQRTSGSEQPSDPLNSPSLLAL
MITF act: activators of MITF-driven TRPM1 promoter activity in SK-MEL-5 cells | SK-MEL-5 TRPM1-promoter luciferase, 24 h; % of positive control, neutral wells = 0 | hit rate 0.75% among 300,000 | AID 588334 | activation, % at 12.5 µM;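 active = mean activation of at least 80% with every replicate also reaching 80%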;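 also: 0% = neutral control wells and 100% = parthenolide positive control wells; values of inactives mirror those of a sister screen read the other way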
V-ATPase pH: regulators of yeast V-ATPase proton transport | AID 504577 | response, % at 10 µM | hit rate 0.37% among 350,000 | S. cerevisiae, pHLuorin cytosolic pH fluorescence; in the data active = response mostly above about 7.3%, no sharp cut-off; inactive = mostly below about 5.4%; also: actives read high; inactives centre near 0; some compounds called inactive have numbers as strong as hits; reference of the scale not given here
cardiac RTF act: cardiac RTF calcium sensitization | activation, % at 7.2 µM | IANBD-labeled TnC RTF fluorescence at EC20 calcium; 0% EC20 calcium, 100% full calcium | hit rate 0.24% among 340,000 | P19429+P45379;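 active = activation above the mean over all tested compounds plus 3 SD, cut at about 30% in these data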;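 also: rise in fluorescence read as greater calcium sensitivity of cardiac thin filaments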
CDK5 inh: CDK5/p35 (human) kinase inhibition; Q00535+Q15078; hit rate 0.01% among 330,000; inhibition, % at 10 µM; Recombinant CDK5/p35, ADP-Glo luminescence, 60 min;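 active = highest replicate inhibition of at least 50% and at least 75% of replicates reaching 50%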;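 also: plate controls were DMSO neutral control for no effect and GW8510 at 10 µM for full effect; many of its hits are not listed in these tables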
Active calls of the source: *; nt = no result given.

canonical_smiles | Tat transport | CAL PDZ FP-1 | Rtt109 Vps75 | Wnt bcat act | CAL PDZ FP-2 | dFosB activator | MITF act | V-ATPase pH | cardiac RTF act | CDK5 inh
CN(C(=O)CSc1nnc(C2CC2)n1C)C1CCCc2ccccc21 (stereo unspecified) | -5 | -0.1 | 1 | -4 | 3 | -2 | -10 | 2 | 0 | -1.0
CCn1cc(/C=N\NC(=O)Cc2ccc([N+](=O)[O-])cc2)c(C)n1 | -5 | -0.6 | -3 | nt | -1 | 1 | -4 | -5 | -1 | 0.6
Oc1ccccc1C(=S)N1CCN(c2cccc(Cl)c2)CC1 | 7 | -1.7 | 3 | -3 | nt | -1 | 2 | 2 | 4 | -1.5
O=C(COc1ccccc1F)NC12CC3CC(CC(C3)C1)C2 | -4 | -0.7 | -10 | 0 | 2 | -1 | -1 | -3 | 2 | -0.4
O=C(COc1nsnc1N1CCOCC1)Nc1ccccc1Cl | -1 | -1.5 | -6 | 4 | -8 | -6 | 13 | 2 | 4 | -0.3
Cc1ccc(C2CC(C(F)(F)F)n3ncc(C(N)=O)c3N2)cc1 (stereo unspecified) | -9 | 0.4 | -3 | nt | -2 | -2 | -8 | -3 | 2 | -1.3
Cc1cc(F)ccc1S(=O)(=O)N1CCCOC1CNC(=O)C(=O)NCCc1ccccc1 (stereo unspecified) | 1 | -0.3 | -7 | -4 | -4 | -5 | -3 | -7 | 5 | -3.0
Cc1cc(NC(=O)CCc2ccc(C)o2)no1 | -9 | -0.5 | -2 | 10 | 2 | -3 | 19 | -5 | 2 | 0.7
O=C(NC1CCCCCC1)C(=S)NCCc1ccccc1 | -3 | -0.9 | -12 | 12 | 0 | -4 | 33 | 2 | 2 | 0.8
COc1ccc(-c2csc3ncnc(N4CCN(Cc5ccccc5)CC4)c23)cc1 | -10 | -1.6 | -3 | -4 | 10 | -17 | 0 | -2 | -4 | 1.1
COc1ccc(NC(=O)c2cccc(S(=O)(=O)NCc3ccco3)c2)c(OC)c1 | -1 | -2.4 | -3 | -3 | -8 | -5 | 0 | -7 | -9 | 1.3
Cc1n[nH]c(C)c1C(=O)CC1(O)C(=O)N(CCc2ccccc2)c2ccc(Cl)cc21 (stereo unspecified) | -3 | -1.4 | 9 | -2 | -7 | -14 | -5 | 2 | -4 | 2.2
CN(C(=O)CC1C(=O)NCCN1Cc1ccc(F)cc1Cl)C1CCCCC1 (stereo unspecified) | -4 | -5.4 | -6 | -1 | nt | -19 | 3 | 0 | 4 | 1.1
COc1cc(CC(CC(=O)O)CC(C)OCc2ccccc2)cc(OC)c1 (stereo unspecified) | 3 | -2.3 | -2 | -1 | 0 | 6 | 3 | -4 | 5 | 0.0
COc1ccc(C)cc1NC1=C(Cl)C(=O)N(C2CCCCC2)C1=O | 1 | -0.4 | -12 | -4 | 0 | -1 | 4 | -1 | 8 | 1.0
COc1ccc(/C=C(/C#N)c2cccnc2)cc1OC | -2 | -0.2 | 9 | -4 | 4 | -8 | 7 | 0 | -2 | 1.7
O=C(O)c1ccc(S(=O)(=O)NCc2ccc3c(c2)OCO3)cc1 | -4 | -0.1 | -2 | 2 | -4 | 6 | -3 | -2 | -5 | 1.5
CC(=O)c1sc(NS(=O)(=O)c2ccc(C)cc2)nc1-c1ccccc1 | -1 | -1.6 | 17 | -1 | -7 | 1 | -9 | 0 | 1 | -3.5
Cc1nn2c(N3CCOCC3)c3c(nc2c1-c1ccccc1)CCCC3 | 10 | -0.6 | -8 | 5 | -6 | -10 | 10 | -3 | -1 | nt
CCOC(=O)N1CCC(NC(=O)CS(=O)(=O)Cc2nc(-c3ccc(OC)cc3)oc2C)CC1 | -2 | -2.6 | -7 | 4 | -3 | -8 | -2 | 4 | -5 | nt
Cc1ccccc1/C=N/NC(=O)Cc1ccc(Cl)cc1 | 6 | 0.1 | 0 | -1 | -2 | -11 | 2 | 3 | 12 | 1.3
COc1ccc(/C=C/C(=O)Nc2c(C)nn(C)c2C)cc1COc1ccc(Cl)cc1Br | 3 | -3.0 | nt | nt | 1 | 131* | nt | 2 | 1 | 0.0
O=C(NCc1ccco1)c1cccc(Br)c1 | 0 | -0.5 | 6 | -2 | 0 | 5 | nt | 3 | 2 | -1.4
Cc1ccc(C2=N/C(=C\c3cccnc3)C(=O)O2)cc1 | -8 | 0.3 | -3 | nt | -4 | -4 | -13 | 4 | 1 | -0.1
COC(=O)/C(=C/c1cccc([N+](=O)[O-])c1)NC(=O)c1ccc(OC)cc1 | 6 | -0.3 | 0 | -1 | -6 | 3 | 9 | 0 | 2 | 0.0
COc1ccccc1CNS(=O)(=O)c1c(C)[nH]c(=O)[nH]c1=O | 2 | -2.5 | -3 | -1 | -4 | -5 | -9 | 4 | -4 | -2.3
CCSc1nc2c(c(=O)n1Cc1ccccc1)SC(C)C2 (stereo unspecified) | -8 | 1.9 | 10 | nt | 1 | -6 | -3 | 5 | 4 | -0.8
Cc1ccc(S(=O)(=O)C2(S(=O)(=O)c3ccc(C)cc3)CCCC2)cc1 | -7 | -0.4 | -3 | nt | -2 | -11 | nt | -1 | 1 | -0.2
CCOCCn1cnc2sc(C(=O)NCC(=O)OCC)c(C)c2c1=O | 3 | 0.0 | 3 | 3 | 0 | -5 | 9 | -1 | 0 | -0.1
COc1cc(C2C(=O)N(C3CCCC3)CC(=O)N2Cc2ccco2)ccc1OC(C)C (stereo unspecified) | -6 | -0.1 | -7 | nt | -5 | -3 | -3 | 0 | -5 | 0.8

Reprinted at random: 3 entries already listed.
canonical_smiles | Tat transport | CAL PDZ FP-1 | Rtt109 Vps75 | Wnt bcat act | CAL PDZ FP-2 | dFosB activator | MITF act | V-ATPase pH | cardiac RTF act | CDK5 inh
COc1ccc(/C=C(/C#N)c2cccnc2)cc1OC | -2 | -0.2 | 9 | -4 | 4 | -8 | 7 | 0 | -2 | 1.7
Cc1ccc(C2=N/C(=C\c3cccnc3)C(=O)O2)cc1 | -8 | 0.3 | -3 | nt | -4 | -4 | -13 | 4 | 1 | -0.1
COc1ccc(NC(=O)c2cccc(S(=O)(=O)NCc3ccco3)c2)c(OC)c1 | -1 | -2.4 | -3 | -3 | -8 | -5 | 0 | -7 | -9 | 1.3

Next records
canonical_smiles | Tat transport | CAL PDZ FP-1 | Rtt109 Vps75 | Wnt bcat act | CAL PDZ FP-2 | dFosB activator | MITF act | V-ATPase pH | cardiac RTF act | CDK5 inh
CC(=O)N(C)c1ccc(NC(=S)Nc2ccccc2)cc1 | -3 | 0.2 | 4 | nt | -2 | -2 | 0 | 2 | 0 | -0.7
COc1ccc(C(=O)CNc2cccc(F)c2)cc1 | -2 | -1.2 | -12 | 19 | -2 | -2 | 72 | -1 | 9 | -0.1
O=C(NCc1ccco1)c1cc(S(=O)(=O)N2CCOCC2)ccc1Cl | -8 | 0.2 | 7 | nt | -4 | -2 | nt | -2 | -5 | 0.1
CN(C)C=NC(=O)c1ccc(N2CCN(c3ncc(C(F)(F)F)cc3Cl)CC2)cc1 | 8 | 1.8 | 2 | -2 | 1 | 4 | -6 | 3 | -2 | 0.3
CC(O)CSc1nc2c(c(=O)[nH]c(=O)n2C)n1Cc1ccccc1 (stereo unspecified) | 0 | -2.5 | -3 | 2 | -5 | -8 | 5 | 9 | 11 | 1.3
Cc1cc(C)c[n+](CC(=O)c2c(C)cc(C)c([N+](=O)[O-])c2C)c1 | -8 | -0.8 | 3 | -1 | -2 | -6 | nt | 8 | -8 | 1.5
CCNC(=O)C1CC(=O)OC12CCCCC2 (stereo unspecified) | -14 | -0.2 | 1 | -6 | 0 | -3 | 1 | -3 | -2 | nt
O=C(CN1C(=O)C2C3CC(C(Br)C3Br)C2C1=O)OCC(=O)c1cccc([N+](=O)[O-])c1 (stereo unspecified) | 6 | -1.3 | 4 | -6 | 0 | 4 | 6 | -2 | 5 | 0.4
CCC(C)(C)NC(=O)CCCSc1nc2ccccc2[nH]1 | 6 | -2.1 | -4 | 5 | -3 | -6 | 8 | -3 | 3 | 0.9
COc1ccc(OC)c(S(=O)(=O)N2CCCC(C(=O)N3CCC(C(N)=O)CC3)C2)c1 (stereo unspecified) | -4 | -0.9 | 4 | -2 | 2 | -2 | -2 | -4 | 3 | 1.1
Cc1ccc(C(=O)OCC(=O)Nc2ccc3c(c2)OCO3)c(O)c1 | -3 | -0.6 | -5 | -1 | -5 | 12 | 25 | 1 | -3 | -0.1
Cc1ccc([C@@H]2CC=C(C(=O)O)[C@H](c3ccc(Cl)cc3)N2S(=O)(=O)c2ccccc2C)cc1 | -8 | 0.3 | 4 | -2 | -6 | -9 | 12 | 2 | -5 | -1.3
O=C(COn1nnc2ccc(Cl)cc21)NC1CCS(=O)(=O)C1 (stereo unspecified) | -1 | -1.9 | 23 | 1 | -1 | 0 | 2 | -2 | 0 | 2.5
O=c1[nH]ncn1-c1ccc(Br)cc1 | -3 | 0.5 | -12 | -2 | 4 | -2 | -1 | 4 | 0 | 0.1
COc1ccc(OC)c(S(=O)(=O)N(C)CC(=O)N2CCN(c3ccc(F)cc3)CC2)c1 | 0 | -3.6 | 1 | nt | -1 | -1 | -11 | 1 | 0 | -0.3
CCOc1ccccc1NC(=O)C(CC(C)C)NC(=O)C1CCC(C)CC1 (stereo unspecified) | -2 | -1.7 | nt | 5 | -1 | -8 | nt | -1 | 6 | 0.3
Cc1ccc(-n2cc(S(=O)(=O)c3ccc(C)cc3)[nH]c2=O)cc1 | 9 | -3.5 | 4 | -7 | -3 | -3 | -5 | 1 | 3 | -4.6
O=S(=O)(NCCCNS(=O)(=O)c1c(F)cccc1F)c1ccc2c(c1)OCCO2 | -10 | -0.3 | 3 | 0 | 0 | -7 | 0 | 9 | -1 | -2.1
NC(=O)C1CCCN(S(=O)(=O)c2ccc(Br)cc2)C1 (stereo unspecified) | -3 | nt | 5 | 8 | 11 | -3 | 2 | 1 | -1 | 1.5

3 compounds already listed, ordered by their value in dFosB activator, low to high.
Molecule	Tat transport	CAL PDZ FP-1	Rtt109 Vps75	Wnt bcat act	CAL PDZ FP-2	dFosB activator	MITF act	V-ATPase pH	CDK5 inh
CCOc1ccccc1NC(=O)C(CC(C)C)NC(=O)C1CCC(C)CC1 (stereo unspecified)	-2	-1.7	nt	5	-1	-8	nt	-1	0.3
O=S(=O)(NCCCNS(=O)(=O)c1c(F)cccc1F)c1ccc2c(c1)OCCO2	-10	-0.3	3	0	0	-7	0	9	-2.1
COc1ccc(C(=O)CNc2cccc(F)c2)cc1	-2	-1.2	-12	19	-2	-2	72	-1	-0.1

Record cards, from the list above. Values in the order: Tat transport | CAL PDZ FP-1 | Rtt109 Vps75 | Wnt bcat act | CAL PDZ FP-2 | dFosB activator | MITF act | V-ATPase pH | cardiac RTF act | CDK5 inh
CCNC(=O)C1CC(=O)OC12CCCCC2 (stereo unspecified) in the list: -14 | -0.2 | 1 | -6 | 0 | -3 | 1 | -3 | -2 | nt
NC(=O)C1CCCN(S(=O)(=O)c2ccc(Br)cc2)C1 (stereo unspecified) in the list: -3 | nt | 5 | 8 | 11 | -3 | 2 | 1 | -1 | 1.5
CC(=O)N(C)c1ccc(NC(=S)Nc2ccccc2)cc1 in the list: -3 | 0.2 | 4 | nt | -2 | -2 | 0 | 2 | 0 | -0.7
